# High-throughput results from PubChem BioAssay.
# RNase H inhibition – RNase H inhibition, HIV 1 Gag Pol polyprotein, FRET biochemical assay, screening (AID 372); HIV-1 RT RNase H, FRET RNA/DNA substrate fluorescence; higher % means a stronger effect; one-dose inhibition, % at 10 µM; IC50 in µM for titrated hits; actives 0.77% (n = 100,000); in the data active = inhibition above about 50%
# An asterisk follows results filed as active; & = joins results of further samples. An excerpt; count on the stated rates, not on these rows.
SMILES,RNase H inhibition
COc1ccccc1NS(=O)(=O)c1ccc(Cl)c([N+](=O)[O-])c1,0%
Cn1c(SCc2ccccc2)nc2c(c1=O)C1(CCCC1)Cc1ccccc1-2,14%
O=C(Cc1csc(-c2ccccc2)n1)Nc1ccc(Br)cc1,6%
O=CN1CCN(C2CC(=O)N(c3cccc(Cl)c3)C2=O)CC1 (stereo not drawn),10%
CCCCc1ccc(/C=N/NC(N)=O)s1,1%
COc1ccccc1-c1nnc(NC(=O)c2ccc(F)cc2)s1,8%
COc1ccc(CC(=O)Nc2ccccc2C(F)(F)F)cc1,0%
COc1ccc(CC(=O)Nc2ccccc2I)cc1,15%
O=C(Nc1ccc(Cl)c(C(F)(F)F)c1)C(c1ccccc1)c1ccccc1,12%
Cc1cc(C)cc(OCC(=O)Nc2ccc(-c3nc4cc(Cl)ccc4o3)cc2)c1,39%
N/C(Cc1ccc(Cl)cc1)=N\OC(=O)/C=C/c1ccccc1,13%
CCCCSc1nc(O)c(C(c2ccccc2)c2ccccc2)c(=O)[nH]1,5%&10%
CC(C)N(C(=O)c1ccc(C(=O)N(C)C)cc1)C(C)C,2%
O=C(Nc1ccc2c(c1)oc1ccccc12)c1ccc(Br)o1,12%
C=CCN1C(=O)/C(=C\c2ccc(C)s2)C(=O)NC1=S,2%
COc1cc(CNc2ccc(Br)c(C)c2)cc(OC)c1,8%
COc1ccc(C(=O)N/C(=C\c2ccc(-c3cccc([N+](=O)[O-])c3)o2)C(=O)NCc2ccco2)cc1,7%
O=P(O)(c1ccc(Cl)cc1)c1ccc(Cl)cc1,0%
O=C(Nc1cccc(NC(=O)c2cc([N+](=O)[O-])ccc2Cl)c1)c1cccc(Cl)c1,11%
O=C(Nc1nccs1)C1(c2ccccc2)CC1(Cl)Cl (stereo not drawn),8%
CC1CCc2c(sc(N)c2C(=O)Nc2cccc(Cl)c2)C1 (stereo not drawn),17%
O=C1c2ccc(-c3nc4ccccc4c(=O)o3)cc2C(=O)N1C1CCCCC1,5%
CCCOC(=O)C1=C(C)NC2=C(C(=O)CC(c3ccc(Cl)cc3)C2)C1c1ccc(Cl)c(Cl)c1 (stereo not drawn),15%
O=C(CCN1C(=O)/C(=C/c2ccccc2Cl)SC1=S)Nc1cc([N+](=O)[O-])ccc1O,12%
COC(=O)c1cc(S(=O)(=O)Nc2ccc(NC(=O)c3ccccc3)cc2)ccc1Cl,0%

# Additional records:
SMILES,RNase H inhibition
CCCOC(=O)C1=C(C)NC(=O)NC1c1ccccc1Cl (stereo not drawn),2%
CN(C)c1ccc(/C=N/NC(=O)C(=O)N/N=C/c2ccc(N(C)C)cc2)cc1,5%
O=C(/C=C/c1ccc(F)cc1)NC(=S)Nc1ccccc1,9%
COc1nccnc1NS(=O)(=O)c1ccc(NC(=S)NC(=C(C(F)(F)F)C(F)(F)F)C(F)(F)C(F)(F)F)cc1,17%
COc1ccccc1NC(=O)C(=O)NCC(C)C,6%
COc1ccccc1/C=C(\C)C(=O)c1c(C)cc(C)[nH]c1=O,12%
CCOC(=O)C1=C(C)N=c2s/c(=C\c3cc(Br)c(OCc4cccc5ccccc45)c(OC)c3)c(=O)n2C1c1ccc(OC)cc1 (stereo not drawn),0%
Cc1ccccc1C(=O)NNC(=O)C(=O)NCCO,0%
O=C(/C=C/c1cccc(Cl)c1Cl)c1ccc2c(c1)C1C=CCC1C(c1ccc(Cl)cc1)N2 (stereo not drawn),20%
O=P(CNc1ccccc1)(CNc1ccccc1)c1ccccc1,2%
CC(=O)c1cccc(NC(=O)Nc2ccc(C)cc2)c1,7%
O=C(COc1ccc(Br)cc1)Nc1ccc(-c2nc3ccccc3o2)c(O)c1,0%
O=C1NC(=O)C(=Cc2ccccc2OCc2ccc(F)cc2)C(=O)N1,7%
COc1ccccc1NS(=O)(=O)c1ccc(C)cc1C,7%
COc1ccc2ccccc2c1/C=C(\C#N)C(N)=O,0%
CCOC(=O)c1ccc(-n2c(C)cc(C=NO)c2C)cc1,9%
COc1ccccc1C(=O)Nc1cc(C)cc(C)c1,5%
COc1cc2nc(-c3ccc4c(c3)C(=O)N(c3ccccc3)C4=O)oc(=O)c2cc1OC,6%
CCN(CC)CCCCCOc1cc(C)cc(C)c1,17%
Cc1ccc(S(=O)(=O)N(CC(=O)NCc2ccncc2)c2ccc(Br)cc2)cc1,5%
COc1ccc2c(c1OC)C(=O)OC2CC(=O)c1cc(I)c(O)c(I)c1O (stereo not drawn),0%
COc1cc(/C=N/N=c2\sc3ccccc3n2C)ccc1O,26%
CCC1CCc2c(sc(NC(=O)c3c(F)c(F)c(F)c(F)c3F)c2C(=O)OC)C1 (stereo not drawn),10%
C[n+]1cccc(C(=O)NCCOC(=O)c2ccccc2)c1,7%
O=C1C(=O)N(CCO)C(c2ccccc2[N+](=O)[O-])/C1=C(\O)c1ccccc1 (stereo not drawn),1%

# Additional records:
SMILES,RNase H inhibition
COc1cc(/C=C2\C(=O)NC(=S)N(c3ccc(Cl)cc3)C2=O)ccc1OCc1ccc(C(=O)O)cc1,14%
CCOc1cc(C=C2C(=O)NC(=S)NC2=O)ccc1OCCOc1ccccc1Cl,41%
CCOP(=O)(OCC)C(Nc1ccccc1)c1cc(Cl)cc(Cl)c1OC (stereo not drawn),0%
COc1ccc(CN=Cc2c(O)[nH]c3ccccc23)cc1OC,0%
O=c1[nH]c(=O)n(-c2ccccc2Cl)c(O)c1C=Nc1ccc(Cl)cc1,0%
Cc1cc(C)cc(NS(=O)(=O)c2ccc(Cl)cc2)c1,10%
COc1ccc(CCNC(=O)/C=C\c2ccccc2)cc1OC,0%
Cc1ccccc1OCCCCCN1CCCCC1,14%
O=C(c1cccnc1)N1CCCc2ccccc21,3%
CC(C)Oc1ccccc1NC(=O)CSCC(=O)Nc1ccccc1,0%
O=C(NC(=S)Nc1ccc(N2CCCC2)cc1)c1ccc(-c2ccccc2)cc1,30%
O=c1c2ccccc2[nH]c(=S)n1C1CCCCC1,0%
CC(NC(=O)CCN1C(=O)c2ccccc2C1=O)c1ccccc1 (stereo not drawn),0%
CCOC(=O)C(Cc1cccc(C(F)(F)F)c1)Sc1nc2ccccc2[nH]1 (stereo not drawn),0%
COc1ccccc1C/C(N)=N/OC(=O)c1ccc(I)cc1,0%
O=C(Nc1ccc(Cl)cc1)Nc1ccc(S(=O)(=O)N2CCc3ccccc32)cc1,15%
O=C1c2ccccc2C(=O)N1CCc1ccccc1,3%
Cc1cc(N2C(=O)NC(=O)/C(=C\c3ccc(N(C)C)o3)C2=O)ccc1Br,18%
COCC(C)NC(=O)c1cccc(Br)c1 (stereo not drawn),13%
O=Cc1cn(CCOc2ccccc2F)c2ccccc12,13%
COc1ccc(/C=C2\C(=O)NC(=O)N(c3cc(C)cc(C)c3)C2=O)cc1,0%
O=C(Cn1c(O)c(N=NC(=S)Nc2ccccc2)c2ccccc21)Nc1ccccc1,16%
O=C1CC(NCc2ccncc2)C(=O)N1c1ccc(F)cc1 (stereo not drawn),20%
Cc1cc(=O)oc2cc3occ(-c4ccccc4)c3cc12,57%*
Cc1ccc2nc(-c3ccc(Cl)c(NC(=O)c4ccc([N+](=O)[O-])c(C)c4)c3)oc2c1,11%

# In a second layout: entries from further up
> Cc1cc(=O)oc2cc3occ(-c4ccccc4)c3cc12
- RNase H inhibition: 57%*
> Cc1ccc2nc(-c3ccc(Cl)c(NC(=O)c4ccc([N+](=O)[O-])c(C)c4)c3)oc2c1
- RNase H inhibition: 11%

# Next records
SMILES,RNase H inhibition
CC(C)N1C(=O)/C(=C/c2ccc(Cl)cc2Cl)SC1=S,19%
O=C(NN=C1CCN(Cc2ccccc2)CC1)c1sc2ccccc2c1Cl,0%
O=[N+]([O-])c1ccc(N2CCN(S(=O)(=O)c3ccc4ccccc4c3)CC2)cc1,7%
O=[N+]([O-])c1ccc(/C=C/C=Nc2ccc3oc(-c4ccc(I)cc4)nc3c2)cc1,10%
Cc1nc2cc(-c3ccc(Br)cc3)nn2c(N)c1-c1ccccc1,0%
CCOC(=O)c1cnn(-c2ccccc2)c1NC(=O)c1ccc(C)cc1,3%
CC(Oc1ccc(Cl)cc1Cl)C(=O)Nc1ccncc1 (stereo not drawn),25%
COc1ccccc1C(=O)NC(=S)Nc1ccccn1,22%
C/C(=C/c1c(F)c(F)c(F)c(F)c1F)C(=O)/C=C/c1ccc([N+](=O)[O-])cc1,9%
COc1ccc(C(=O)N/N=C(/C)c2ccc(N)cc2)cc1,0%
COc1ccc(O)c(/C=N/NC(=O)c2ccc(F)cc2)c1,6%
CCOc1ccccc1Nc1nc(Nc2ccccc2OCC)nc(Sc2nnc(C)s2)n1,16%
C/C=C/c1ccc(OCCCCOc2ccccc2Br)c(OC)c1,27%
O=C(Oc1ccc(Cl)cc1Cc1ccccc1)c1cc([N+](=O)[O-])ccc1Cl,22%
COc1cc(/C=C2/SC(=S)N(CCC(=O)Nc3ccc(C(C)=O)cc3)C2=O)cc(OC)c1OC,14%
CC(C)c1ccc(N2C(=O)c3ccccc3C2(O)c2ncc[nH]2)cc1 (stereo not drawn),0%
CC1=C(C(=O)OCCOc2ccccc2)C(c2ccc(C(C)C)cc2)C2=C(CCCC2=O)N1 (stereo not drawn),23%
COc1cc(/C=C(/NC(=O)c2ccccc2)C(=O)NCC(=O)O)c([N+](=O)[O-])cc1OC,3%
O=[N+]([O-])c1ccccc1CN1CCN(C/C=C/c2ccccc2)CC1,3%
CCCCNCCCCCCOc1cccc(C)c1C,6%
c1ccc2c(-c3csc(N4CCOCC4)n3)cccc2c1,10%
CCOC(=O)c1ccccc1NC(=O)CN(c1ccc(OCC)cc1)S(=O)(=O)c1ccc(SC)cc1,11%
COc1cccc(OCCOc2ccc(C)cc2C(C)(C)C)c1,16%
Cc1ccccc1NC(=O)c1ccc2c(c1)OCO2,18%
O=C(Nc1ccc(I)cc1F)NC1CCCCC1,15%

# Brought forward from above: 6 entries, followed by the next part.
SMILES,RNase H inhibition
CCCCNCCCCCCOc1cccc(C)c1C,6%
c1ccc2c(-c3csc(N4CCOCC4)n3)cccc2c1,10%
CCOC(=O)c1ccccc1NC(=O)CN(c1ccc(OCC)cc1)S(=O)(=O)c1ccc(SC)cc1,11%
COc1cccc(OCCOc2ccc(C)cc2C(C)(C)C)c1,16%
Cc1ccccc1NC(=O)c1ccc2c(c1)OCO2,18%
O=C(Nc1ccc(I)cc1F)NC1CCCCC1,15%
O=C(O)c1ccc(NCCC(=O)c2ccccc2)cc1,1%
COc1ccc(N(CC(=O)Nc2ccc3ccccc3c2)S(=O)(=O)c2ccc(C)cc2)c(OC)c1,9%
O=S(=O)(c1ccc(Cl)cc1)c1ccc(-c2ccccc2)cc1,12%
COc1cccc(-c2n[nH]c(=S)n2-c2ccccc2)c1,11%
CCOC(=O)c1c(C)oc2ccc(OCc3ccccc3F)cc12,7%
O=c1c2ccccc2c(-c2ccc(F)cc2)nn1-c1cc(Cl)ccc1[N+](=O)[O-],9%
O=C(NN=C1CCC(=NNC(=O)c2ccccc2Cl)CC1)c1ccccc1Cl,2%
COC(=O)NNC(=O)c1cc(OC)c(OC)c(OC)c1,0%
COC(=O)C1=C(O)/C(=C\c2cc3c(cc2Br)OCO3)N=C1C,9%
CC1=C(C(=O)OCCOC(C)C)C(c2ccccc2F)NC(=O)N1 (stereo not drawn),4%
N/C(=N\OC(=O)COc1ccc2ccccc2c1)c1cccnc1,15%
O=C(COC(=O)c1ccc(N2C(=O)c3ccccc3C2=O)cc1)COC(=O)c1ccc(N2C(=O)c3ccccc3C2=O)cc1,3%
O=C(Nc1cccc2ccccc12)Nc1cccc2cccnc12,0%
O=C1/C(=C/c2ccc(Br)o2)SC(=S)N1c1ccccc1,10%
CCOc1ccc(NC(=O)c2cccc(-c3ccc(OC(C)=O)cc3)c2)cc1,0%
CC(C)(C)c1cc(C2=C(Cl)C(=O)c3ccccc3C2=O)cc(C(C)(C)C)c1O,17%
CC(C)Oc1ccc(NC(=O)C23CC4CC(CC(C4)C2)C3)cc1,7%
O=C1OC(c2ccc(Br)cc2)=N/C1=C\c1c2ccccc2cc2ccccc12,28%
N#CC1(S(=O)(=O)c2ccccc2)CCCCC1,0%
O=C(NCCc1ccccc1)Nc1ccc(Cl)c(Cl)c1,28%
C=CCn1c(=O)c(C(=O)NC(C)C)c(O)c2ccccc21,11%
CC1CCC(N2CCN(Cc3ccccc3Cl)CC2)CC1 (stereo not drawn),12%
COc1cc(C(=O)NCc2ccncc2)cc(OC)c1OC,3%
COc1ccccc1/C=C/C(=O)OCCN(C)C(C)C,11%
O=C(O)CCC(=O)N(CCc1ccccc1)C1CC(=O)N(c2ccc(Br)cc2)C1=O (stereo not drawn),0%

# 3 entries picked at random from the list so far, as already listed:
SMILES,RNase H inhibition
O=C1OC(c2ccc(Br)cc2)=N/C1=C\c1c2ccccc2cc2ccccc12,28%
COc1ccc(N(CC(=O)Nc2ccc3ccccc3c2)S(=O)(=O)c2ccc(C)cc2)c(OC)c1,9%
O=C(COC(=O)c1ccc(N2C(=O)c3ccccc3C2=O)cc1)COC(=O)c1ccc(N2C(=O)c3ccccc3C2=O)cc1,3%

# Part of the list above, set out differently:
SMILES | RNase H inhibition
COc1ccc(N(CC(=O)Nc2ccc3ccccc3c2)S(=O)(=O)c2ccc(C)cc2)c(OC)c1 | 9%
O=S(=O)(c1ccc(Cl)cc1)c1ccc(-c2ccccc2)cc1 | 12%
COc1cccc(-c2n[nH]c(=S)n2-c2ccccc2)c1 | 11%
CCOC(=O)c1c(C)oc2ccc(OCc3ccccc3F)cc12 | 7%
O=c1c2ccccc2c(-c2ccc(F)cc2)nn1-c1cc(Cl)ccc1[N+](=O)[O-] | 9%
O=C(NN=C1CCC(=NNC(=O)c2ccccc2Cl)CC1)c1ccccc1Cl | 2%

# (more compounds)
SMILES,RNase H inhibition
Cc1ccc2c(c1)-c1c(sn(-c3ccc(C)c(Cl)c3)c1=S)C(C)(C)N2C,9%
O=C(CSc1ncn(-c2ccccc2)n1)c1ccc(Cl)cc1,9%
CN(c1ccccc1)c1ccc(C=C2C(=O)NC(=O)NC2=O)cc1,32%
O=C1C2C3C=CC(C4CC34)C2C(=O)N1CCc1ccccc1 (stereo not drawn),5%
CCCCc1ccc(N=N/C(C(=O)Nc2ccc(NC(=O)/C(N=Nc3ccc(CCCC)cc3)=C(/C)O)c(Cl)c2)=C(\C)O)cc1,13%
CCOc1cccc(OCCOc2ccccc2C)c1,17%
